Mcl1 Bid PPI – Mcl-1/Bid binding inhibitors, primary screen, biochemical, TR-FRET, 1536-well | Induced myeloid leukemia cell differentiation protein Mcl-1 (Homo sapiens), Q07820 | TR-FRET Mcl-1/Bid-Dy647 peptide binding | inhibition, % at 21.7 µM | actives 0.97% (n = 220,000);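 active = compounds that cut the binding signal by more than half at the single screening dose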;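 note: His-tagged Mcl-1 with europium anti-His antibody binding Bid BH3 peptide; 0% = Mcl-1 plus peptide wells and 100% = peptide-only wells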
Cdc42 wt GTP – modulators of GTP binding to wildtype Cdc42, primary screen, biochemical, multiplex bead flow cytometry, Bodipy-GTP; Cell division control protein 42 homolog (Homo sapiens), P60953; GST-Cdc42 beads; actives lie on both sides; percent activity (GTP binding), % at 10 µM; actives 0.2% (n = 190,000); AID 761, 2007;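 active = percent activity GTP binding at least 20 points away from the 100% baseline, either down as inhibitor or up as activator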;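 note: median bead fluorescence of bound Bodipy-FL-GTP at 100 nM; 0% = excess unlabeled GTP control and 100% = no compound control; below 100% means less GTP binding so inhibitor and above means activator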
Target sequence (P60953 whole entry, looked up): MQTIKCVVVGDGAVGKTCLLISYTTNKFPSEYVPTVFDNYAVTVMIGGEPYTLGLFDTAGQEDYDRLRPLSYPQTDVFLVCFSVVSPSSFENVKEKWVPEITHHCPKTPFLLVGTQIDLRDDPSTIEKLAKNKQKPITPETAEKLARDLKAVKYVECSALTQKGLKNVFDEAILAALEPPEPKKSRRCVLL
HRas wt GTP – modulators of GTP binding to HRas wildtype, primary screen, biochemical, bead-based flow cytometry, multiplex. actives 0.14% (n = 190,000). GTP binding activity, % at 10 µM. GST-Ras wt beads, Bodipy-FL-GTP binding; actives lie on both sides;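 active = GTP binding activity at least 20% away from the 100% baseline, either lowered as inhibitor or raised as activator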;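 note: 0% = unlabeled GTP competition control and 100% = no-compound control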
Target sequence (P01112 whole entry, looked up): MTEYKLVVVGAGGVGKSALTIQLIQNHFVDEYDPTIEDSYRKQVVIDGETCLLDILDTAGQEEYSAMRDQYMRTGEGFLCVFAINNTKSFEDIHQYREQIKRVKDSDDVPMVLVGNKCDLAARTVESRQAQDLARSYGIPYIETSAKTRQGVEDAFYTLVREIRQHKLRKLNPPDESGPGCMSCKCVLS
RGS8-Gao – RGS8-Galphao binding modulators, primary screen, biochemical, multiplexed bead flow cytometry. Guanine nucleotide-binding protein G(o) subunit alpha (Homo sapiens), P09471. actives lie on both sides. response (percent of control binding), % at 10 µM. actives 0.34% (n = 220,000). AID 1423, 2008; in the data active = response below about 60% or above about 140%; inactive = in between;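 note: Galphao activated as the GDP aluminium fluoride complex binding bead-coupled RGS8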
Target sequence (P09471 whole entry, looked up): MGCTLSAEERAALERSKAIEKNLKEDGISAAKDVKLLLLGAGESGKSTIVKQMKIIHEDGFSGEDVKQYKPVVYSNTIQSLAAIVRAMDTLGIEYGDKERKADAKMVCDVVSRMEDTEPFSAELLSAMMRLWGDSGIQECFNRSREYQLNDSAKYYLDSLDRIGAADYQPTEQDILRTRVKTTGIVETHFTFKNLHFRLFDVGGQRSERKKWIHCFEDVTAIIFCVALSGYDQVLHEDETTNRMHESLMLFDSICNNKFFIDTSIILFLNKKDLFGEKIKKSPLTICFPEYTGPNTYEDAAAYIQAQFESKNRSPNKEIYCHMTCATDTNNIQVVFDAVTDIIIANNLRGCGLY
Mcl1 Noxa PPI – Mcl-1/Noxa binding inhibitors, primary screen, biochemical, TR-FRET, 1536-well. Induced myeloid leukemia cell differentiation protein Mcl-1 (Homo sapiens), Q07820. TR-FRET Mcl-1/Noxa peptide binding, 2 h. inhibition, % at 21.7 µM. actives 1.5% (n = 220,000);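 active = compounds that cut the protein-peptide binding signal by more than 50% relative to plate controls in a single-dose test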;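 note: His-tagged Mcl-1 with rhodamine Noxa BH3 peptide and terbium anti-His antibody; 0% = Mcl-1 plus Noxa peptide wells and 100% = peptide-only wells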
Rab7 wt modul – modulators of GTP binding to Rab7, primary screen, biochemical, wildtype, multiplex bead flow cytometry; GTP binding activity (percent of control), % at 10 µM; GST-Rab7 beads, fluorescent GTP binding; actives lie on both sides; untreated = 100%, excess cold GTP = 0%; actives 0.055% (n = 190,000); AID 758, 2007;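 active = fluorescent GTP binding to Rab7 beads changed by at least 20 points from the 100% baseline, either direction, mostly lower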;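 note: median green fluorescence of bound Bodipy-FL-GTP per Rab7 bead population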
Rab2 wt GTP – modulators of GTP binding to Rab2A wildtype, primary screen, biochemical, dog, bead-based flow cytometry, multiplex | GTP binding activity, % at 10 µM | Ras-related protein Rab-2A (Canis lupus familiaris), P61105 | actives 0.19% (n = 190,000) | GST-Rab2 wt beads, Bodipy-GTP binding;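 active = GTP binding activity at least 20 points away from 100%, either lowered or raised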;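 note: 0% = beads with excess unlabeled GTP and 100% = no-compound control corrected for plate trend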
Rac1 act GTP bind – GTP binding modulators of activated mutant Rac1, primary screen, biochemical, bead-based flow cytometry, multiplex, fluorescent GTP. Ras-related C3 botulinum toxin substrate 1 (Homo sapiens), P63000. GST-Rac1 activated beads; actives lie on both sides; 100% means binding = to untreated wells. percent activity (GTP binding), % at 10 µM. actives 0.11% (n = 190,000);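 active = GTP binding at least 20 percentage points away from the 100% baseline, in either direction, so actives lie on both sides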
Pf gamet viab – late stage P. falciparum gametocyte viability inhibitors, primary screen, ATP luminescence, HTS | actives 0.065% (n = 150,000) | inhibition, % at 10.9 µM | P. falciparum stage V gametocytes, 24 h | AID 743093, 2013;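 active = inhibition above the mean plus 3 SD of compounds within the control limits, set per campaign, cut at about 38% in these data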;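 note: 0% = DMSO wells and 100% = medium only without gametocytes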
Bim-Mcl-1 – inhibitors of Bim peptide binding to Mcl-1, primary screen, biochemical, bead-based flow cytometry, multiplex. Induced myeloid leukemia cell differentiation protein Mcl-1 (Homo sapiens), Q07820. actives 0.1% (n = 190,000). AID 1009, 2008. Bim peptide-Mcl-1 binding. inhibition, % at 10 µM; in the data active = inhibition above about 40%;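 note: 0% = no compound tracer wells and 100% = peptide blocker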
Rac1 wt modul – wildtype Rac1 GTP binding modulators, primary screen, biochemical, GST-Rac1 beads, flow cytometry, multiplex | Ras-related C3 botulinum toxin substrate 1 (Homo sapiens), P63000 | fluorescent GTP binding; actives lie on both sides; 0 = cold GTP competed, 100 = untreated | GTP binding activity (% of control), % at 10 µM | actives 0.27% (n = 190,000) | AID 757, 2007;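 active = GTP binding activity at least 20 points away from the 100% control level, either lower or higher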
An asterisk follows results filed as active; . = not tested or not shown.

SMILES	Mcl1 Bid PPI	Cdc42 wt GTP	HRas wt GTP	RGS8-Gao	Mcl1 Noxa PPI	Rab7 wt modul	Rab2 wt GTP	Rac1 act GTP bind	Pf gamet viab	Bim-Mcl-1	Rac1 wt modul
Cc1[nH]c2ccccc2c1C(=O)COC(=O)C1CC(=O)N(Cc2ccco2)C1 (stereo not given)	-32	102	101	98	-3	104	102	101	14	-5	104
Cc1ccc(NC(=O)COC(=O)c2ccc(OCc3c(C)noc3C)cc2)cc1S(=O)(=O)N1CCOCC1	0	104	96	97	-10	96	97	99	-4	-2	102
COc1cc(-c2nnc(SCC(=O)N(Cc3ccccc3)C(C)(C)C)o2)cc(OC)c1OC	-12	105	106	97	19	104	102	99	.	-2	102
COCCn1c(Cc2ccccc2)nnc1SCC(=O)Nc1cc(C)on1	-7	104	106	101	12	100	103	100	.	0	101
Cc1cc(C)n(CCNc2nc3nonc3nc2N2CCCCC2)n1	-20	93	94	102	-8	102	96	92	-19	0	91
CC1CCc2ccc(F)cc2N1S(=O)(=O)c1cccs1 (stereo not given)	3	101	102	95	-5	102	101	99	.	0	104
COc1ccc(C(=O)CSc2ccccc2C(=O)O)cc1	-24	100	96	104	10	106	100	95	.	-1	100
CCCn1c(SCC(=O)Nc2cccc(C(=O)OCC)c2)nnc1-c1ccoc1C	-2	92	94	103	5	92	94	92	-8	-1	90
O=C(COc1ccc(C(=O)O)cc1)Nc1cccc(C(F)(F)F)c1	17	99	98	104	20	100	97	97	9	0	98
O=C(NCCSc1ccc(Br)cc1)c1ccccc1	-2	96	100	101	7	107	101	96	-19	1	102
CCn1c(CNC(=O)Cc2ccc(OC)cc2)nnc1SCC(=O)Nc1nccs1	-28	98	99	105	-2	96	98	98	.	5	96
CCN1CCN(C(=O)C2(NC(=O)Nc3ccccc3Cl)CCCCC2)CC1	2	98	99	101	6	100	96	99	.	0	102
O=C(NC1CCCC1)NS(=O)(=O)c1ccccc1Cl	-7	98	96	108	7	94	98	97	.	3	100
Cn1cnc([N+](=O)[O-])c1Oc1cccc(O)c1	-25	97	100	99	9	101	97	99	-32	-3	104
COc1ccccc1OCC(=O)Nc1cccc(N(C)S(C)(=O)=O)c1	-9	103	105	99	11	101	102	100	18	-2	106
Cc1cccc(N(C(=O)c2nsc(Cl)c2Cl)C(C(=O)NC2CCCC2)c2ccc(O)cc2)c1C (stereo not given)	-14	98	101	107	-7	98	100	102	2	0	100
Cc1c(OCc2nn[nH]n2)ccc2c3c(c(=O)oc12)CCC(C)C3 (stereo not given)	-4	97	96	96	9	96	95	96	24	-1	98
COC(=O)c1cn(CCOc2ccc(C)cc2)c2ccccc12	-13	102	100	99	3	99	99	98	-21	1	102
Fc1cccc(Cc2noc(CN3CCC(c4ccncc4)CC3)n2)c1	0	97	98	99	-5	100	97	94	14	-3	97
CCOC(=O)C(C(=O)OCC)N(C#N)c1nc(OC)nc(N(C)C)n1	17	106	103	95	21	102	101	101	.	-2	105
COc1ccc(OC)c(S(=O)(=O)N(C)CC(=O)N2CCN(c3ccccc3F)CC2)c1	-4	95	95	103	4	96	93	93	-2	1	92
COc1ccc(C(=O)CSC2=C(C#N)C3(CCCCC3)C(C#N)=C(N)N2)cc1	-22	94	96	104	17	95	96	95	.	-1	96
COc1ccc(CCNC(=O)CCCCCN2C(=O)c3ccccc3C2=O)cc1	-25	106	105	104	-2	102	102	101	-1	1	107
O=C(COc1ccc(Br)cc1)NNC(=S)NC(=O)c1ccccc1[N+](=O)[O-]	-71	93	96	107	-31	94	94	91	.	-3	94
C=CCNc1cc(C(F)(F)F)nc(-c2ccccn2)n1	-17	106	101	102	31	99	103	100	0	0	108
CC(=O)N1CCN(S(=O)(=O)c2cccc(C(=O)OCC(=O)NC(=O)c3cccn3C)c2)CC1	-17	98	101	125	11	103	100	101	1	0	101
COc1ccccc1/C=C/CN1CCCC(CO)(Cc2cccc(Cl)c2)C1 (stereo not given)	-60	98	97	99	-4	98	98	97	-6	-4	97
CCN(c1ccccc1)S(=O)(=O)c1ccc(OCc2c(C)noc2C)cc1	-8	99	100	103	9	100	98	95	.	0	100
Cc1csc(SC(C)C(=O)NCC(=O)Nc2ccc(F)c(F)c2F)n1 (stereo not given)	-10	97	96	100	47	96	99	94	14	2	99
COc1ccc(C(=O)NCC(=O)OCC(=O)c2cc(OC)c(OC)c(OC)c2)cc1OC	-16	99	94	94	9	94	93	99	.	0	97
CCC(C)NC(=O)C1CCN(S(=O)(=O)N2CCCC2)CC1 (stereo not given)	-4	101	98	103	16	96	99	94	.	-1	99
Cc1ccc(-c2c(C)n([O-])c3c([n+]2=O)CCCCC3)o1	-50	103	103	96	21	102	103	100	-9	-4	107
O=Cc1ccccc1-n1cncn1	-41	97	97	98	-7	99	100	95	6	0	98
COc1ccccc1C(C)NCC(=O)Nc1c(F)cccc1F (stereo not given)	-42	99	99	98	2	102	98	95	0	-1	99
CCOC(=O)c1c(CC(C)C)csc1NC=O	0	103	102	98	7	100	103	99	.	-5	104
Cc1ccc(S(=O)(=O)N2CCOCC2)cc1NC(=O)CN1CCN(c2ccc(O)cc2)CC1	-157	95	98	100	52*	93	96	99	6	-1	103
CC(=O)NC(=S)Nc1cc(C(=O)O)ccc1Cl	-15	98	100	103	18	104	101	97	1	0	102
COc1ccc(N2CCN(Cc3nc4cc(Cl)ccc4c(=O)[nH]3)CC2)cc1	-29	100	100	100	25	107	100	96	-13	3	97
N#CCSCC(=O)Nc1ccccc1	-30	99	100	100	-1	103	97	97	-3	1	102
COc1ccc(CSCCN)cc1Cl	-16	101	97	97	11	100	100	100	.	3	101
CN(Cc1ccccc1)Cc1nc2c(c(=O)n(C)c(=O)n2C)n1Cc1ccc(Cl)cc1	2	101	100	103	-3	98	99	99	.	-2	103
CCOC(=O)c1c(C)nc2sc3c(=O)n(-c4ccc(C(C)=O)cc4)nnc3c2c1-c1ccc(OC)cc1	8	97	97	102	1	99	98	96	.	3	99
O=C(O)c1ccc(CS(=O)(=O)Cc2ccccc2F)o1	92*	105	101	106	35	100	99	99	-25	-4	103
O=C(CN1CCN(c2ccc(F)cc2)CC1)c1cccs1	-66	97	96	107	20	98	97	97	.	0	99
Nc1[nH]c(=O)[nH]c(=O)c1N=Nc1cccc(Cl)c1	-35	94	94	93	8	97	94	93	4	0	95
CSCCC(NC(=O)c1cc(C(C)(C)C)oc1C)C(=O)O (stereo not given)	-53	97	98	104	18	98	99	97	2	0	94
Cc1c(C(=O)N(C)C)sc(NC(=O)c2cccc([N+](=O)[O-])c2)c1C#N	-32	105	99	100	-2	95	100	102	.	-1	105
CCOc1ccc(NC2OC(CO)C(O)C(O)C2O)c([N+](=O)[O-])c1 (stereo not given)	1	97	92	99	16	99	96	91	13	-1	92
Cc1cc(=O)oc2ccc(OC(C)C(=O)O)cc12 (stereo not given)	0	103	100	100	27	94	101	102	9	-2	103
CC(=O)N(C)c1ccc(NC(=O)c2cnn(C)c2)cc1	-28	97	97	100	-8	96	100	98	.	-1	99
CC(OC(=O)c1ccco1)C(=O)NC1CCCCC1 (stereo not given)	-6	105	103	100	-3	99	101	100	.	-2	104
O=C(NC1CCCCCC1)C1CCN(S(=O)(=O)c2cnc[nH]2)CC1	-14	97	95	97	4	95	98	96	8	-1	98
COc1nc(N=C(N)N)nc2c(C)cccc12	-30	90	90	98	3	100	90	96	.	7	97

One compound at a time, as listed above. Screens in order: Mcl1 Bid PPI	Cdc42 wt GTP	HRas wt GTP	RGS8-Gao	Mcl1 Noxa PPI	Rab7 wt modul	Rab2 wt GTP	Rac1 act GTP bind	Pf gamet viab	Bim-Mcl-1	Rac1 wt modul
`Cc1ccc(S(=O)(=O)N2CCOCC2)cc1NC(=O)CN1CCN(c2ccc(O)cc2)CC1` reads -157	95	98	100	52*	93	96	99	6	-1	103
`COC(=O)c1cn(CCOc2ccc(C)cc2)c2ccccc12` reads -13	102	100	99	3	99	99	98	-21	1	102

Molecules shown so far containing a Cl atom (nine):
SMILES	Mcl1 Bid PPI	Cdc42 wt GTP	HRas wt GTP	RGS8-Gao	Mcl1 Noxa PPI	Rab7 wt modul	Rab2 wt GTP	Rac1 act GTP bind	Pf gamet viab	Bim-Mcl-1	Rac1 wt modul
CCN1CCN(C(=O)C2(NC(=O)Nc3ccccc3Cl)CCCCC2)CC1	2	98	99	101	6	100	96	99	.	0	102
O=C(NC1CCCC1)NS(=O)(=O)c1ccccc1Cl	-7	98	96	108	7	94	98	97	.	3	100
Cc1cccc(N(C(=O)c2nsc(Cl)c2Cl)C(C(=O)NC2CCCC2)c2ccc(O)cc2)c1C (stereo not given)	-14	98	101	107	-7	98	100	102	2	0	100
COc1ccccc1/C=C/CN1CCCC(CO)(Cc2cccc(Cl)c2)C1 (stereo not given)	-60	98	97	99	-4	98	98	97	-6	-4	97
CC(=O)NC(=S)Nc1cc(C(=O)O)ccc1Cl	-15	98	100	103	18	104	101	97	1	0	102
COc1ccc(N2CCN(Cc3nc4cc(Cl)ccc4c(=O)[nH]3)CC2)cc1	-29	100	100	100	25	107	100	96	-13	3	97
COc1ccc(CSCCN)cc1Cl	-16	101	97	97	11	100	100	100	.	3	101
CN(Cc1ccccc1)Cc1nc2c(c(=O)n(C)c(=O)n2C)n1Cc1ccc(Cl)cc1	2	101	100	103	-3	98	99	99	.	-2	103
Nc1[nH]c(=O)[nH]c(=O)c1N=Nc1cccc(Cl)c1	-35	94	94	93	8	97	94	93	4	0	95

Hits appear at their usual frequency. Share with any hit: about 2.9%.
